Assay outcomes as filed in PubChem.
SR-BI DiI-HDL act – enhances SR-BI lipid uptake from DiI-HDL; CHO ldlA[mSR-BI] cells, DiI-HDL uptake fluorescence, 3 h; 100 = double the neutral-control signal; activation, % at 12.5 µM; actives 0.096% (n = 320,000);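 active = mean replicate activation of at least 60% and every replicate at or above 60%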;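 also: 0% = median plate neutral-control signal and 100% = twice that signal; values of inactives mirror those of a sister screen read the other way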
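Material – SR-BI-overexpressing, LDLR-lacking CHO cells · Medium – BSA-supplemented, HEPES-buffered Ham's F12, pH 7.4 · Doses – single concentration · Times – compound with DiI-HDL co-incubation, 3 h at 37 °C · Measured by – bottom-read fluorescence, 550/595 nm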
E coli growth – reduces bacterial viability in AddAB counter-screen; E. coli V3065 growth, OD600 absorbance, 18 h; inhibition, % at 11.9 µM; actives 0.27% (n = 330,000); AID 449728;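 active = inhibition above the campaign's mean inhibition across all tested compounds plus 3 SD, cut at about 9.9% in these data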;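 also: uninfected addAB+ strain grown without phage in ampicillin broth; 0% = DMSO wells and 100% = ciprofloxacin 0.95 µg/ml wells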
CAL PDZ FP-1 – CAL PDZ (human) peptide binding inhibition | Q9HD26 | purified CAL PDZ, TMR-peptide fluorescence polarization, 1 h | inhibition, % at 24.9 µM | actives 0.92% (n = 300,000) | AID 602252;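 active = mean inhibition of at least 30% with at least half of replicates also reaching 30%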;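 also: 0% = DMSO neutral control and 100% = excess unlabeled competitor peptide PRC23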
CAL PDZ FP-2 – human CAL PDZ-peptide interaction inhibition. actives 0.02% (n = 330,000). purified CAL PDZ, TMR-peptide fluorescence polarization, 1 h. Q9HD26. inhibition, % at 20 µM. AID 504414;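 active = highest replicate inhibition of at least 40%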;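 also: plate controls were DMSO neutral control wells for no effect and unlabeled competitor peptide control wells for full effect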
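Material: tagged CAL PDZ domain; buffer or medium: 25 mM sodium phosphate pH 7.4, 150 mM NaCl, TCEP, IgG, Thesit; compound dosing: single point, 20 µM; schedule: 1 h incubation at room temperature before polarization reading; measured by: FP readout, S and P plane fluorescence; read-out basis: percent inhibition from loss of millipolarization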
Tat export inh – blocks Tat-dependent protein export in E. coli. E. coli MC4100 TorA-mCherry Tat export, fluorescence. actives 0.036% (n = 340,000). inhibition, % at 10 µM;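 active = mean replicate inhibition at least 50% and at least half of replicates individually reaching 50%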;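 also: exported cargo escapes ClpAP degradation while cytoplasmic cargo is degraded and loses fluorescence; 0% = median of neutral control wells and 100% = median of NaSCN control wells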
Wnt bcat act – Wnt/beta-catenin pathway activation; Wnt/beta-catenin reporter cell assay, activator, plate reader; activation, % at 9.35 µM; actives 1.2% (n = 300,000); AID 743398; in the data active = activation above about 30%, passing the limit was not always enough;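 also: 0% = neutral control wells and 100% = positive control wells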
phage Ecoli inh – E. coli growth loss with phage present | AID 651602 | growth absorbance | actives 0.26% (n = 360,000) | inhibition, % at 11.9 µM; in the data active = inhibition above about 11%
AddAB inh – less growth of phage-infected E. coli with AddAB; E. coli expressing H. pylori AddAB, absorbance growth; inhibition, % at 11.9 µM; actives 0.29% (n = 330,000); in the data active = inhibition above about 12%;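 also: 0% = vehicle wells of infected cells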
MITF TRPM1 HTS – activators of MITF-driven TRPM1 promoter activity in SK-MEL-5 cells; SK-MEL-5 TRPM1-promoter luciferase, 24 h; % of positive control, neutral wells = 0; activation, % at 12.5 µM; actives 0.75% (n = 300,000);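 active = mean activation of at least 80% with every replicate also reaching 80%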;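 also: 0% = neutral control wells and 100% = parthenolide positive control wells; values of inactives mirror those of a sister screen read the other way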
SR-BI DiI inh – mouse SR-BI HDL lipid transfer inhibition | ldlA[mSR-BI] CHO cells, DiI-HDL uptake fluorescence, 3 h | actives 0.96% (n = 320,000) | Q61009 | AID 488896 | inhibition, % at 12.5 µM;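 active = mean replicate inhibition of at least 70% and a set share of replicates each scoring 70 or more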;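 also: 0% = median of neutral control wells and 100% = median of positive control wells; values of inactives mirror those of a sister screen read the other way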
Target sequence (Q61009 whole entry, looked up): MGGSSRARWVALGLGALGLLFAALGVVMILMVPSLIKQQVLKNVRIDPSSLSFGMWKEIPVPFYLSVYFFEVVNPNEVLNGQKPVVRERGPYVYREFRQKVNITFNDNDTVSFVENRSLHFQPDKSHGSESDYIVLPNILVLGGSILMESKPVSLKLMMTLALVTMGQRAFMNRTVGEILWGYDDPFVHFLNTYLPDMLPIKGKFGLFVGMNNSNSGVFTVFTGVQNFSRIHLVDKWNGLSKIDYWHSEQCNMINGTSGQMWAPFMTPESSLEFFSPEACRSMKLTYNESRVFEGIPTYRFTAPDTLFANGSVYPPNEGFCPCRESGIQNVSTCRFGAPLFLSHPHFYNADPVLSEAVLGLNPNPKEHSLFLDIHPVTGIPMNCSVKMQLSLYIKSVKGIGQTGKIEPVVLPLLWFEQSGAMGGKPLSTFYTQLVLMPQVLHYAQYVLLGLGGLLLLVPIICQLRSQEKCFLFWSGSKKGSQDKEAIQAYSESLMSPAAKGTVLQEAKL
An asterisk follows results filed as active; . = no result given. An excerpt. The share of hits here may be higher or lower than overall.

Compound | SR-BI DiI-HDL act | E coli growth | CAL PDZ FP-1 | CAL PDZ FP-2 | Tat export inh | Wnt bcat act | phage Ecoli inh | AddAB inh | MITF TRPM1 HTS | SR-BI DiI inh
N/C(=N\N=C/c1ccc(-c2ccc(O)c(C(=O)O)c2)o1)N[N+](=O)[O-] | 30 | -4.1 | . | -0.6 | -4 | . | -0.7 | 0.2 | -2 | -30
COc1ccc(C(CNC(=O)Cc2ccc(Cl)c(Cl)c2)N(C)C)cc1 (centres undefined) | 2 | 2.7 | 2 | -2.7 | -8 | -1 | 5.0 | 5.5 | 12 | -2
O=Cc1cn(Cc2ccc(F)cc2)c2ccccc12 | -8 | 0.3 | -6 | -1.7 | 1 | 0 | 1.1 | -0.3 | 5 | 8
CC(=O)O[C@H]1C[C@@H]2CC[C@@H]3[C@H](CC[C@]4(C)C(=O)CC[C@@H]34)[C@@]2(C)C[C@@H]1OC(C)=O | 12 | -0.2 | 1 | 0.3 | -2 | . | . | 4.2 | 10 | -12
O=S(=O)(c1ccc(F)cc1)N1CCCC1c1cccnc1 (centres undefined) | 15 | 0.7 | . | -0.3 | 6 | 0 | 0.5 | 0.9 | -12 | -15
Cc1cc(OC(=O)CCNC(=O)OC(C)(C)C)c2c3c(c(=O)oc2c1)CCC3 | 10 | 3.7 | . | -3.5 | 1 | . | 3.4 | 1.7 | -1 | -10
CN(C)c1ccc(C=C2C(=O)NC(=O)NC2=O)cc1 | 20 | . | -3 | 0.2 | -32 | 3 | 2.1 | . | 8 | -20
Cc1c(C(=O)Nc2ccccc2)cc(-c2ccccc2)n1CCCN1CCOCC1 | . | 0.5 | . | . | . | -3 | 1.8 | -0.1 | . | .
CCOC(=O)c1cccc(NC(=O)c2c(O)[nH]c(=O)[nH]c2=O)c1 | 1 | 0.7 | -10 | 0.6 | -6 | 0 | 0.8 | 3.6 | 1 | -1
Cc1sc2ncn(CC(=O)NCCCC(=O)N3CCC4(CC3)OCCO4)c(=O)c2c1C | -5 | -2.5 | -5 | -3.2 | -7 | 0 | -1.1 | 4.0 | 8 | 5
COC(=O)C1=C(c2ccc(F)cc2OCc2ccccc2)C[C@@H]2CC[C@H]1N2C(=O)NCc1ccc2c(c1)OCO2 | -8 | 0.1 | -3 | -0.3 | 11 | -4 | 4.9 | 0.5 | 17 | 8
CCN(CC)P(=S)(c1c(C)nc2ccccn12)c1c(C)nc2ccccn12 | 12 | -0.3 | 3 | -28 | 6 | 0 | 3.1 | -1.4 | -12 | -12
C/C(=N\N1CCCCC1)c1c(O)[nH]c(=O)[nH]c1=O | -4 | -2.5 | -1 | -0.6 | 2 | . | 3.7 | 4.2 | 3 | 4
COc1cc(OC)c(OC)cc1CNC(C)C(O)c1ccccc1 (centres undefined) | 22 | -1.1 | 1 | 0.5 | -4 | -3 | 3.1 | 4.7 | -3 | -22
CC(=O)NC1C(OC(=O)Cc2ccccc2)OC(COC(C)=O)C(OC(C)=O)C1OC(C)=O (centres undefined) | 12 | 2.7 | . | 1.1 | 4 | 3 | 3.4 | -0.3 | -1 | -12
N#CC1c2ccccc2-n2nncc2CN1C(=O)CCc1ccccc1 (centres undefined) | . | . | 1 | -0.2 | -1 | -2 | 0.9 | . | -4 | .
COC(=O)C1=C(c2cc3ccccc3s2)C[C@@H]2CC[C@H]1N2C(=O)NCc1cccc2ccccc12 | -21 | -0.9 | -1 | -0.9 | -8 | -6 | 2.7 | 0.3 | 9 | 21
O=C(COc1ccc2ccccc2c1)N1CCN(CC2CC3C=CC2C3)CC1 (centres undefined) | 1 | -1.7 | 2 | -2.1 | -8 | . | 1.6 | 2.2 | 2 | -1
CC1C(c2cccs2)=[N+]([O-])C(C)(C(=O)c2cccs2)N1O (centres undefined) | 23 | -0.8 | -4 | -1.0 | -2 | . | 2.4 | 0.2 | -3 | -23
CCOC(=O)c1c(N)n(CCN2CCOCC2)c2nc3ccccc3nc12 | -2 | -2.7 | -1 | 0.2 | 7 | . | 1.1 | -0.6 | -9 | 2
CCCCn1c(=O)c(C=Nc2cc([N+](=O)[O-])ccc2OC)c(O)n(CCCCl)c1=O | -26 | -0.9 | -1 | -1.7 | -6 | -3 | 4.0 | -0.7 | -8 | 26
COC(/C(C)=C/C=C/C(C)=C/c1coc(C)n1)C(C)C1CC(O)C2(C)OC2C=CC(C)C2CC(CC(=O)O2)CC2OC2C(=O)O1 (centres undefined) | -14 | . | 1 | 0.3 | 0 | -7 | -0.5 | . | . | 14
C[C@@H]1O[C@@H](O[C@H]2C[C@@H](O)[C@]3(CO)[C@@H]4C(CC[C@]3(O)C2)[C@@]2(O)CC[C@H](C3COC(=O)C3)[C@@]2(C)C[C@H]4O)[C@H](O)[C@H](O)[C@H]1O (some centres undefined) | -2 | -0.3 | 0 | -0.6 | 2 | -29 | 1.0 | -0.6 | -78 | 2
Nc1ccccc1C(=O)OCC(=O)Nc1ccc(Br)cc1F | -8 | 1.7 | . | -0.7 | -6 | . | 2.7 | 2.3 | 11 | 8
O=C(CCc1ccccc1)N1C[C@H]2C[C@@H](C1)c1cccc(=O)n1C2 | 19 | -2.5 | -2 | 0.3 | 6 | -1 | 0.8 | 2.0 | 3 | -19
CN1C(=O)C(=Cc2ccc(OCC(=O)Nc3ccccc3)cc2)C(=O)N(C)C1=O | 3 | 1.6 | -4 | -3.2 | -1 | . | . | -1.7 | 66 | -3
Cc1cc(OCC(=O)NC2CCS(=O)(=O)C2)c2c3c(c(=O)oc2c1)CCC3 (centres undefined) | 26 | -2.0 | -2 | 0.0 | -6 | 1 | 0.9 | 1.0 | -6 | -26
CC(C)c1ccc(N2C(=O)NC(=O)/C(=C/C=C/c3ccco3)C2=O)cc1 | 22 | -3.3 | -3 | -2.8 | 0 | 3 | -0.9 | -0.6 | -99 | -22
COC(=O)C1=C(c2ccccc2)C[C@@H]2CC[C@H]1N2C(=O)NC(C)C | 23 | -0.7 | 0 | -0.1 | 4 | 2 | 2.5 | 2.2 | -2 | -23
NCCCN1CCN(c2ccccc2)CC1 | 12 | -0.3 | -1 | -2.9 | 2 | 2 | 2.1 | -0.1 | 6 | -12

(next part)
Compound | SR-BI DiI-HDL act | E coli growth | CAL PDZ FP-1 | CAL PDZ FP-2 | Tat export inh | Wnt bcat act | phage Ecoli inh | AddAB inh | MITF TRPM1 HTS | SR-BI DiI inh
CC(=O)c1ccc2c(c1)C1C(Cl)C(Sc3ccccc3[N+](=O)[O-])CC1C(c1ccccc1)N2 (centres undefined) | -35 | -3.3 | -8 | -0.2 | -2 | -5 | -1.2 | 2.3 | -15 | 35
CN/C=C(/Cl)P(=O)(OC(C)C)OC(C)C | -2 | -0.8 | -3 | -1.0 | -3 | 2 | 1.5 | 1.9 | -5 | 2
O=C(NC1CCCCC1)N1C[C@H]2C[C@@H](C1)c1cccc(=O)n1C2 | 12 | -0.5 | -2 | 0.5 | -2 | -2 | 1.8 | -1.7 | 1 | -12
Cc1ccccc1CC(=O)N(CCN(C)C)CC1CCCN(Cc2ccccc2F)C1 (centres undefined) | -9 | -1.4 | -4 | 0.5 | 8 | -1 | 1.0 | 1.5 | . | 9
CCN1C(=O)/C(=C/c2ccc(N(CC)CC)cc2OC)C(=O)NC1=S | 10 | -0.1 | -1 | -0.2 | -5 | 4 | 3.1 | 0.8 | 1 | -10
CCCC1=C(C(=O)OCC)C2(C(=O)Nc3ccc(C)cc32)C(C#N)=C(N)O1 (centres undefined) | -17 | 1.6 | -2 | -1.9 | 17 | -5 | 2.2 | 2.6 | 5 | 17
O=C(N/N=C/c1c(O)n(C2CC2)c(=S)[nH]c1=O)c1ccccc1Cl | 1 | -0.1 | -7 | -0.2 | -4 | 13 | 1.4 | 3.2 | -6 | -1
CCn1c(C)c(C(=O)O)c2cc(OC)ccc21 | 16 | -2.0 | -1 | -1.0 | 9 | . | -1.3 | 3.5 | -1 | -16
Cc1cc(/C=C2\C(=O)NC(=O)N(Cc3ccccc3Cl)C2=O)c(C)n1-c1ccc(C(=O)O)cc1 | 37 | 2.5 | -2 | . | 3 | -1 | -0.5 | -0.2 | -5 | -37
COc1cc(/C=C2\C(=O)NC(=O)N(c3ccc(C)cc3)C2=O)cc(OC)c1O | 28 | -0.1 | -2 | -2.6 | -7 | -1 | 0.9 | 3.6 | 9 | -28
C#CCN(C)[C@H](C)Cc1ccccc1 | 5 | -0.4 | -2 | -0.8 | -1 | -1 | 2.7 | -0.9 | -4 | -5
COC(=O)C1=C(C)OC(N)=C(C#N)C12C(=O)Nc1ccccc12 (centres undefined) | 3 | -1.0 | 9 | -0.1 | -2 | 0 | -0.8 | 4.3 | -4 | -3
Fc1cccc(CCNCc2ccccn2)c1 | 23 | -3.2 | 3 | -2.2 | -1 | 2 | -0.8 | 0.0 | -5 | -23
COc1ccc(CCN(C)Cc2ccncc2)cc1OC | 16 | 0.2 | . | 0.4 | -5 | -1 | . | 2.0 | 6 | -16
COc1ccc2c3c([nH]c2c1)C(C)NCC3 (centres undefined) | -15 | -2.2 | -3 | 4.9 | -2 | -1 | 3.2 | 2.2 | 13 | 15
CCOc1cc2c(cc1OCC)-n1cccc1C(c1c(O)cccc1OC)NC2 (centres undefined) | -8 | -1.5 | -3 | -0.4 | -6 | 0 | 2.6 | 3.4 | -10 | 8
COC(=O)C1=C(c2cccc(OCc3ccccc3)c2)C[C@@H]2CC[C@H]1N2C(=O)NCCCc1ccccc1 | -50 | 0.7 | 0 | 0.0 | -1 | -3 | -1.6 | 0.9 | . | 50
COC(=O)C1=C(c2ccc3ccccc3c2)C[C@@H]2CC[C@H]1N2C(=O)NC(C)C | 25 | -3.4 | 5 | 0.1 | 1 | 0 | 0.8 | 1.1 | 4 | -25
O=C(O)c1ccccc1-c1ccc(C=C2C(=O)N(c3ccccc3)C(=S)N(c3ccccc3)C2=O)o1 | 20 | 1.8 | . | -1.1 | 5 | 2 | 0.2 | 0.5 | 1 | -20
c1ccc2c(c1)OCC(C1=NCCN1)O2 (centres undefined) | 8 | -2.0 | -3 | -0.2 | -8 | -2 | 3.2 | 1.3 | 2 | 2
C=CCn1c(O)c(C(C)=Nc2ccc(C(=O)O)cc2)c(=O)[nH]c1=O | -12 | 1.3 | 82* | 0.1 | -4 | 0 | -2.4 | -0.3 | 13 | 12
O=P1(Oc2ccccc2)CC=C[C@H](COCc2ccccc2)O1 (some centres undefined) | 1 | -3.6 | 2 | -0.1 | 0 | 0 | 1.9 | 4.3 | 11 | -1
C=CCn1c(O)c(C(C)=NCCN2CCCCC2)c(=O)[nH]c1=O | 4 | 0.5 | -2 | -0.8 | 10 | . | 2.2 | 0.9 | . | -4
Cc1ccc(Cn2nnnc2CN2CCC(n3nnc4cc(C)ccc43)CC2)cc1 | -24 | 2.6 | 1 | -1.3 | 6 | -10 | 1.1 | 1.9 | -3 | 24
